# Bioassay records from PubChem.
# EPAC2 agonist: qHTS for Agonist of cAMP-regulated guanine nucleotide exchange factor 4 (EPAC2): primary screen. EPAC2 activation, biochemical qHTS; response scale: 100% = 6.5 mM cAMP response. 360,000 tested, 0.079% active. Rap guanine nucleotide exchange factor 4 (Homo sapiens), Q8WZA2. Potency, µM (highest dose often 154 µM), without a hit: at the highest dose activation, actives largely listed as activators; further: potency means the concentration at half of the fitted maximal effect; nearly all actives have a fitted effect of over 50% in size
#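 Compounds were titrated in qHTS against a Rap1B-BODIPY-GDP (250 nM) complex with EPAC2 (100 nM) and GDP (50 uM). BODIPY-GDP release tracked at 480/540 nm over 30 min at room temperature, normalized to 6.5 mM cAMP.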
# CCT modulator: High-Throughput Screening for Modulators of Cytosolic Chaperonin Activity. purified chaperonin ATPase assay, HTRF ADP detection, 30 min. activity change, % (test concentration not listed), hits read low. 360,000 tested, 0.3% active. AID 651819, 2012; in the data active means activity change below about -30%; further: on the % scale 0 is the no-effect control and ±100 the full control effect
#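 TRiC (40 or 20 nM final, by batch activity) in 30 mM Tris pH 7.4, 100 mM KCl, 5 mM MgCl2, 1 mM DTT was treated with compound at 76 uM single dose, then 10 uM ATP, 30 min at 37 °C. ADP was read by HTRF Transcreener.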
# PTHR1 ag: qHTS for PTHR1 Agonists: Primary Screen | Parathyroid hormone/parathyroid hormone-related peptide receptor (Homo sapiens), Q03431 | HEK293 GP2 PTHR1 cells, GloSensor cAMP luminescence, 1 h | Potency, µM (top dose mostly 115 µM), for inactives: at the highest dose activation, usual class: activators | 410,000 tested, 0.075% active; further: potency means the concentration at half of the fitted maximal effect; nearly all actives have a fitted effect of over 55% in size; some results filed as inactive show a strong effect at the top dose; inactives centre near -15; many of its hits are not listed in these tables
# Target sequence (Q03431 whole entry, looked up): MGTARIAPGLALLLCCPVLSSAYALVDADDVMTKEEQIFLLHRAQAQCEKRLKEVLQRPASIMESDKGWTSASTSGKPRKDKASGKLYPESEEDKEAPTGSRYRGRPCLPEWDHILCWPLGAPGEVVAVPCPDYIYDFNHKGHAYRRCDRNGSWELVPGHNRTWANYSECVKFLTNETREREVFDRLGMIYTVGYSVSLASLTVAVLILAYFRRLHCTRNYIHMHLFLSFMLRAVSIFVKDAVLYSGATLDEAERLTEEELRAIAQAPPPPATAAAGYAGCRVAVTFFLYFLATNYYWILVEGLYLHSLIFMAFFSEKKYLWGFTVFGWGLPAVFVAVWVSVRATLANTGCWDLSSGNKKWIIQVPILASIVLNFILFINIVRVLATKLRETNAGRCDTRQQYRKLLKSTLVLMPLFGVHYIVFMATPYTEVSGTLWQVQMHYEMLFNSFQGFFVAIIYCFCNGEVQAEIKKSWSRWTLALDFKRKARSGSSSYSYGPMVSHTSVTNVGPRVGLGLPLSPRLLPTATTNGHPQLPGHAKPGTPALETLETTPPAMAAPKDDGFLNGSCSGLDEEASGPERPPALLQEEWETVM
#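 HEK-293-derived GP2 cells expressing PTHR1 and a GloSensor cAMP reporter, 3,000/well, plated overnight, given luciferin plus IBMX (each 0.5 mM as added) for 1 h at 37 °C, then compound for 1 h at 37 °C. Luminescence was read after 15 min at room temperature.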
# DRD3 agonist: qHTS of D3 Dopamine Receptor Agonist: qHTS | D3R DiscoveRx beta-arrestin cells, luminescence, 90 min | max activation, % | 410,000 tested, 0.58% active | AID 652048, 2013; in the data active means max activation above about 30%; further: 0% is about no effect; mostly tested at two doses, the higher about 12 µM
# Target sequence (P35462 whole entry, looked up): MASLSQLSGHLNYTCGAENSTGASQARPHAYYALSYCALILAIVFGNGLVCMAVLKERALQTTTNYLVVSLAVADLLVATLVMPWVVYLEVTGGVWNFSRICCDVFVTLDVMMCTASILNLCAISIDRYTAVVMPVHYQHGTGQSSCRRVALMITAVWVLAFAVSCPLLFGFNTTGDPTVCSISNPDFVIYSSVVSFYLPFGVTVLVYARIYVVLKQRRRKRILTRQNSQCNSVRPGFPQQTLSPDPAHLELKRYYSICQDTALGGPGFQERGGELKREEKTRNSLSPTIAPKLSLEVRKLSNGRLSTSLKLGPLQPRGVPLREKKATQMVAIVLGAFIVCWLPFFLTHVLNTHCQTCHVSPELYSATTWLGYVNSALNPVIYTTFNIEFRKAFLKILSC
#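 Cells at 1500/well, incubated overnight, then treated with pinned compounds (dopamine as control) for 90 min at 37 degrees C. DiscoveRx reagent added for 30 - 60 minutes at room temperature; luminescence read.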
# EPAC2 antag: qHTS for Antagonist of cAMP-regulated guanine nucleotide exchange factor 2 (EPAC2): primary screen; Rap guanine nucleotide exchange factor 4 (Homo sapiens), Q8WZA2; EPAC2 GEF exchange of Rap1B-BODIPY-GDP, fluorescence; Potency, µM (top dose mostly 114 µM), for the others: top-dose activity, negative = inhibition, usual class: inhibitors; 360,000 tested, 0.18% active; AID 720708, 2013; further: potency means the concentration at half of the fitted maximal effect; on the % scale 0 is the no-effect control and ±100 the full control effect; nearly all actives have a fitted effect of over 45% in size; many of its hits are not listed in these tables
# Akt phos inh: HTS Assay for Inhibitors of Akt Phophorylation: Primary Screen | activity change, % for hits at 50 µM | Neuro2A IGF-stimulated pAkt S473 HTRF, 20 min; stronger effect = lower value | 360,000 tested, 0.32% active; in the data active means activity change below about -80%; inconclusive means mostly about -51% to -80%; further: on the % scale 0 is the no-effect control and ±100 the full control effect
#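 Neuro2A cells (4,500/well, DMEM with 0.5% FBS) were treated with compound at a single 50 µM final concentration, stimulated with 6 nM IGF for 20 min at 37 °C, and lysed. Phospho-Akt Ser473 was read by HTRF as 665/615 ratio ×10^4.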
# Mm-Cpn inhibitor: Inhibitors of TCP-1 ring complex (TRiC) of Methanococcus maripaludis (MmCpn): qHTS; Chaperonin Mm-Cpn (Methanococcus maripaludis); purified Mm-Cpn ATPase, ADP Transcreener TR-FRET; Potency, µM (series often up to 76.9 µM), without a hit: top-dose activity, negative = inhibition, usual class: inhibitors; 330,000 tested, 0.031% active; AID 504842, 2011; further: potency means the concentration at half of the fitted maximal effect; on the % scale 0 is the no-effect control and ±100 the full control effect; nearly all actives have a fitted effect of over 80% in size
#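 TR-FRET (320 nm excitation; 590 and 665 nm emission) reports ADP made from 10 uM ATP by 25 nM enzyme; compounds were preincubated 10 min, reaction run 30 min, both at 37°C.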
# DRD3 antagonist: qHTS of D3 Dopamine Receptor Antagonist: qHTS | max response, negative = inhibition, % | D(3) dopamine receptor (Homo sapiens), P35462 | 360,000 tested, 2.5% active | D3R cells, DiscoveRx beta-arrestin luminescence, antagonist mode; stronger effect = lower value; in the data active means max response below about -50%; inconclusive means no clear call, values can overlap the other calls; further: on the % scale 0 is the no-effect control and ±100 the full control effect; mostly tested at two doses, the higher about 12 µM
#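 Cells plated overnight at 1500 cells/well, then exposed to library compounds with dopamine controls for 90 minutes at 37 degrees C. DiscoveRx reagent added for 30–60 minutes at room temperature; luminescence read, quantitative HTS format.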
# Numbers without * were called inactive; i = inactive; u = inconclusive; x = no result given; [ ] = remark or other dose. Unless noted, the call rests on the fitted dose curve; in most records, active means well fitted curve in the direction sought with a large enough effect; inconclusive means small, poorly fitted or top-dose-only effect, or another doubt; inactive means no such curve, though single readings can be large; an effect the other way counts as inactive or inconclusive.
SMILES,EPAC2 agonist,CCT modulator,PTHR1 ag,DRD3 agonist,EPAC2 antag,Akt phos inh,Mm-Cpn inhibitor,DRD3 antagonist
CC(C)C[C@H]1CN(CCCC[C@H]2CNC(=O)C(=O)N2CC2CCCCC2)C(=O)C(=O)N1CCc1ccccc1,5.9%,0.0,u,-5.4,8.7%,i,x,0.0
O=C(NCC1CCCO1)c1nc2c(nnn2Cc2ccc(F)cc2)c(=O)[nH]1 (centres undefined),2.1%,-0.7,i,-0.4,11.1%,i,-0.2%,12.7
COc1ccccc1-c1nnc(SCC(=O)N2CCOCC2)n1-c1ccccc1,7.4%,-1.3,-18.7%[57.5 µM],-4.1,-5.9%,i,-0.2%,-13.9
CCOC(=O)C1(Cc2ccccc2Cl)CCN(C(=O)CCn2ccnc2C)CC1,3.9%,2.4,-21.3%,-2.3,1.7%,i,-8.3%,6.8
NC(=O)c1ccc(F)cc1,-6.0%,1.3,i,16.9,3.8%,x,-1.2%,8.9
COc1cc(C(=O)Nc2ccc3c(c2)CCN3C(C)=O)cc(OC)c1OC,0.3%,0.4,i,-10.9,3.9%,i,-2.5%,u
Cc1ccccc1CN1CCN(CC2CC2)CC1CCO (centres undefined),3.0%,-0.6,-2.5%,-5.7,0.1%,i,0.6%,-82.3*
O=C(O)c1cn(Cc2ccccc2)c2ccccc2c1=O,0.4%,-2.2,i,11.2,5.8%,i,-0.8%,7.3
C/C(=N/O)c1ccc2c(c1)OCCOCCOc1cc(/C(C)=N/O)ccc1OCCOCCO2,-1.3%,-12.5,-6.6%,2.5,2.0%,i,0.2%,5.8
O=C(NC(=S)NCCCN1CCOCC1)c1ccc([N+](=O)[O-])cc1,2.0%,-2.6,i,-9.0,1.6%,i,0.5%,-0.8
Clc1nccc(NCc2ccccc2)n1,7.5%,-3.4,i,7.5,-3.5%,i,x,3.0
CCOC(=O)c1ccc(-c2ccc(/C=C(\C#N)C(=O)NCC3CCCO3)o2)cc1 (centres undefined),-2.0%,0.7,-53.3%[inhibitor],6.8,5.9%,i,-26.2%,3.0
CCC(=O)N1CCc2cc(S(=O)(=O)NC(Cc3ccccc3)C(=O)NC3CCCCC3)ccc21 (centres undefined),2.1%,-1.5,-40.1%[inhibitor],-9.1,-1.4%,i,1.5%,-8.8
O=C(NCc1ccco1)c1ccc2c(c1)S(=O)(=O)c1ccccc1C2=O,18.0%,-1.6,i,-14.1,-8.1%,i,x,5.2
CCC(=NC1CC(C)(C)NC(C)(C)C1)C1=C(O)CC(C)(C)CC1=O,-5.4%,-0.4,-37.3%[inhibitor],5.3,3.6%,i,-0.5%,18.2
O=C(COC(=O)c1c(Cl)ccc(Cl)c1Cl)NC1CCS(=O)(=O)C1 (centres undefined),-2.1%,-3.9,i,0.5,3.4%,i,-2.2%,17.9
O=C(NCc1ccc2c(c1)OCO2)c1ccc2c(=O)n(C3CCCC3)c(=O)[nH]c2c1,8.0%,-2.8,9.5%,-8.4,-7.5%,u,-1.6%,14.6
CCNc1nc(OCCNS(=O)(=O)c2cc(C)ccc2C)nc(N(C)C)n1,-0.9%,-2.4,i,9.9,-5.1%,i,0.2%,2.1
O=C(CCCCCNC(=O)N1CCn2c1nc1ccccc12)NCc1ccccc1Cl,1.8%,1.4,-8.5%,1.7,2.2%,i,2.4%,-5.9
CC1CCN(CCCNS(=O)(=O)c2ccc3c(c2)CCN3C(=O)C2CC2)CC1,7.0%,-1.5,i,-2.3,6.8%,i,-2.1%,-0.9
O=C(NCC1CCCO1)c1cccc(S(=O)(=O)Nc2cccc(C(F)(F)F)c2)c1 (centres undefined),5.2%,0.3,-81.6%[inhibitor],-21.5,1.2%,i,1.4%,0.0
N#CCCn1cc(C(=O)Nc2cccc(C(=O)O)c2)c(-c2ccc(Cl)cc2)n1,7.1%,1.9,-23.4%,11.5,-3.6%,i,1.0%,8.2
C=CCNC(=O)c1ccc(-c2cccc([N+](=O)[O-])c2)o1,-3.9%,-1.0,i,1.2,3.7%,i,2.5%,-5.9
CCOc1ccc(C(=O)Nc2ccccc2-c2ccccc2)cc1Cl,10.4%,-0.2,u,1.0,-3.3%,x,-0.8%,5.8
CCOC(=O)CNC(=O)CSc1nnc(-c2ccco2)n1N,7.3%,-3.3,i,-3.9,13.7%,i,-0.2%,18.3
CCC(=O)c1ccc(OCC(=O)NCCC2=CCCCC2)c(OC)c1,7.5%,-2.5,i,8.5,0.0%,i,-4.8%,1.4
COC(=O)c1cn(C(=O)c2ccc3c(c2)OCO3)c2ccccc12,14.4%,-0.3,i,-5.0,-23.0%,i,x,-20.3
C=CCN=C(NC#N)SCC(=O)c1cccc(OC)c1,0.4%,-0.5,-24.6%[57.5 µM],-2.0,2.5%,i,0.3%,14.1
CC1(C(=O)NCC2CC2)Cc2c(-c3ccccc3)ccnc2O1 (centres undefined),1.1%,-0.7,-17.6%,9.8,-8.8%,i,x,4.3
COc1ccc(N2CCN(C(=O)CSc3nnnn3-c3ccc4c(c3)OCCO4)CC2)cc1,-2.0%,-1.6,-15.5%[57.5 µM],13.9,0.1%,i,-2.9%,15.9
CN(C)c1ccc(/C=N/N2C(=S)SC(C)(C)C2N(O)C(=O)Nc2ccc([N+](=O)[O-])cc2)cc1 (centres undefined),17.3%,2.4,-11.6%[57.5 µM],-1.6,-7.6%,i,-1.7%,-66.5*
O=C(CCC1N=C2c3ccccc3N=C(SCc3ccc(Cl)cc3)N2C1=O)NCc1ccco1 (centres undefined),11.1%,-1.8,i,-3.6,-17.5%,i,-8.8%,20.2
COc1ccc([N+](=O)[O-])cc1N1C(=O)c2cccc3cccc(c23)C1=O,0.5%,2.2,-6.9%,5.4,15.3%,i,-1.8%,4.7
CCOC1=C(C#N)CC2(CC1)c1ccccc1-c1ccccc12,6.9%,1.8,-3.4%,20.1,-20.5%,i,x,83.5
COc1ccc(C(=O)COC(=O)c2ccc(NC(C)=O)cc2)cc1[N+](=O)[O-],17.2%,1.1,-10.2%,-7.1,-7.7%,i,-3.6%,18.8
COc1ccccc1C1=NOC(COC(=O)c2ccc([N+](=O)[O-])cc2)C1 (centres undefined),-0.7%,-0.5,i,-3.3,3.6%,i,1.4%,-6.9
CCc1ccc(NC(=O)CCc2c(C)nn(-c3ccc(N4CCOCC4)nn3)c2C)cc1,0.9%,1.5,-2.6%,2.3,-0.4%,i,0.3%,8.3
COCc1cccc(-c2csc(C(O)c3ccc(F)c(F)c3)n2)c1 (centres undefined),7.0%,0.8,-18.1%,6.5,-20.9%,x,x,2.4
CCOC(=O)c1ccc(-n2c(C)nc3ccccc3c2=O)cc1,-11.4%,-2.2,-1.2%[57.5 µM],5.8,0.4%[57.1 µM],i,0.0%,1.1
CCOC(=O)c1c(NC(=O)C2CCN(S(=O)(=O)c3ccc(Cl)cc3)CC2)sc2c1CCCC2,5.5%,-1.1,i,-3.2,17.5%,i,-1.4%,-7.4

# Molecules listed so far that contain an NH in an aromatic ring:
SMILES,EPAC2 agonist,CCT modulator,PTHR1 ag,DRD3 agonist,EPAC2 antag,Akt phos inh,Mm-Cpn inhibitor,DRD3 antagonist
O=C(NCC1CCCO1)c1nc2c(nnn2Cc2ccc(F)cc2)c(=O)[nH]1 (centres undefined),2.1%,-0.7,i,-0.4,11.1%,i,-0.2%,12.7
O=C(NCc1ccc2c(c1)OCO2)c1ccc2c(=O)n(C3CCCC3)c(=O)[nH]c2c1,8.0%,-2.8,9.5%,-8.4,-7.5%,u,-1.6%,14.6

# (cont.)
SMILES,EPAC2 agonist,CCT modulator,PTHR1 ag,DRD3 agonist,EPAC2 antag,Akt phos inh,Mm-Cpn inhibitor,DRD3 antagonist
COc1ccccc1NC(=O)CN1C(=O)CCS(=O)(=O)c2ccccc21,3.2%,-1.1,i,0.8,6.3%,i,0.6%,7.7
O=C(Nc1nnc(-c2ccc(Cl)cc2)o1)C1=COCCO1,-1.0%,1.9,-3.0%,-11.8,-16.4%,i,0.4%,1.7
O=C(Cc1cccs1)N1CCN(S(=O)(=O)c2ccc(Cl)c(C(F)(F)F)c2)CC1,-3.3%,-68.7*,-1.5%,-1.1,-20.6%,i,0.4%,-11.3
O=C(O)C1CN(c2ncccc2[N+](=O)[O-])C1,1.4%,-1.4,i,-16.9,14.0%,i,4.0%,6.9
Cc1ccc(N(CCC(=O)O)S(=O)(=O)c2cccc(C(F)(F)F)c2)cc1,-1.5%,0.4,i,-7.7,15.1%,i,-1.4%,8.6
Cc1ccccc1OCCC(=O)OCC(=O)N1CCN(S(=O)(=O)c2ccc(Cl)cc2)CC1,-2.5%,0.5,-37.1%,2.7,-5.0%,i,-0.3%,-9.6
C/C(=N\NC(=O)c1ccc(=O)[nH]n1)c1cccnc1,13.6%,-1.7,u,-1.2,-1.7%,i,1.3%,-27.9
Cc1ccc(C)c(N(C(=O)CNC(=O)c2ccco2)C(C(=O)NCC2CCCO2)c2ccccc2)c1 (centres undefined),-7.1%,0.2,-22.6%,-4.7,-13.2%,i,-0.5%,35.6
N#Cc1ccccc1COC(=O)c1cccnc1N,6.1%,-1.6,i,4.2,6.5%,i,0.4%,17.4
O=C(CN1CCN(c2ccc(O)cc2)CC1)Nc1ccc(SC(F)F)cc1,-3.1%,-1.5,-16.8%,23.0,-6.2%,i,0.9%,-15.3
Cc1nnc(SCC2CCCO2)n1-c1ccccc1 (centres undefined),3.7%,0.3,i,-7.5,-1.4%,i,-0.2%,-6.7
CC(C)CCNC(=O)c1onc(CSc2ccc(F)c(F)c2)c1C(=O)NCCC(C)C,-13.9%,-1.5,i,-10.4,-5.7%,i,-6.5%,0.0

# The list is partial; the hit share may differ from the screen's.
